Source: PubChem BioAssay (several laboratories)
GASC-1 inh: inhibitors of human GASC-1 (JMJD2C) demethylase; Q9H3R0; GST-JMJD2C(1-420) H3K9me3 demethylation, DELFIA europium; inhibition, % at 2.35 µM; hit rate 0.069% among 330,000;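 active means more than half of a compound's replicate wells show inhibition beyond 50%, single wells judged on their own value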;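 further: signal counts dimethyl H3K9 product captured on neutravidin plate; 0% = median of DMSO wells and 100% = 0.3 times that DMSO median; strong numbers were not always called active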
TPT1 inh: blocks Candida albicans tRNA 2'-phosphotransferase; recombinant caTPT1, FP RNA substrate dephosphorylation; inhibition, % at 5 µM; hit rate 0.81% among 300,000; AID 1962;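 active means inhibition above the mean of all tested compounds plus 3 SD, set per screening campaign, cut at about 24% in these data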;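 further: plate controls were DMSO alone for no effect and ferristatin control at 100 nM for full effect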
Efflux pump mplx: blocks antifungal efflux pumps in multiplex yeast assay | S. cerevisiae Candida pump triplex, Nile Red efflux | inhibition, % at 10 µM | hit rate 0.44% among 330,000;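 active means plate passing quality check with inhibition over a set limit, or well fluorescence over plate mean plus 4 SD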;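 further: Nile Red retained in pooled yeast measured as flow cytometry median fluorescence; 0% = buffer negative control and 100% = Enniatin B positive control; higher means more Nile Red kept so more efflux inhibition; some compounds called inactive have numbers as strong as hits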
PREPL inhibitor: human PREPL enzyme inhibition. Q4J6C6. recombinant PREPL, fluorescence polarization activity-based probe. inhibition, % at 5.96 µM. hit rate 0.68% among 320,000. AID 2751; in the data active means inhibition above about 43%;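 further: 0% = enzyme with DMSO and 100% = wells lacking enzyme; many of its hits are not listed in these tables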
PP5 inh: inhibitors of human protein phosphatase 5 (PP5) | hit rate 0.18% among 320,000 | purified PP5c, OMFP substrate fluorescence | P53041 | inhibition, % at 6.7 µM;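 active means inhibition above the campaign's mean inhibition across all tested compounds plus 3 SD, cut at about 9.5% in these data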;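 further: 0% = DMSO only and 100% = 100 µM cantharidin control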
Target sequence (P53041 whole entry, looked up): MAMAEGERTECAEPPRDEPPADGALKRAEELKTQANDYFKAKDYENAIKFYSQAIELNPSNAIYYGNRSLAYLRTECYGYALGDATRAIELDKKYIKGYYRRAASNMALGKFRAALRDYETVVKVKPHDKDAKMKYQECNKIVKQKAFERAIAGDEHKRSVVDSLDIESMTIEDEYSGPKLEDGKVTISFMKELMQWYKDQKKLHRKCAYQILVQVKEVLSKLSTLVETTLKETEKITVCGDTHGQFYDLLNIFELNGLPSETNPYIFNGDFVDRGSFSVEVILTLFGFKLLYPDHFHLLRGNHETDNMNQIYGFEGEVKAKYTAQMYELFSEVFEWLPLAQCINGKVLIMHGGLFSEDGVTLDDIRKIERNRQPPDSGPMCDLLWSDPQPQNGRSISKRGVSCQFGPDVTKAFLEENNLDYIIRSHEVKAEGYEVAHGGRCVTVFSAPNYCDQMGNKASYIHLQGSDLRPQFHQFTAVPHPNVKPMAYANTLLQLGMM
LYPLA2 inh: blocks human lysophospholipase 2, a PME1 counter-screen; O95372; recombinant LYPLA2, FP-Rh probe fluorescence polarization; inhibition, % at 5.9 µM; hit rate 0.38% among 320,000; AID 2177;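 active means inhibition above the screen-wide mean plus 3 SD, limit set per campaign, cut at about 26% in these data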;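 further: 0% = LYPLA2 with DMSO and 100% = wells lacking LYPLA2 enzyme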
Target sequence (O95372 whole entry, looked up): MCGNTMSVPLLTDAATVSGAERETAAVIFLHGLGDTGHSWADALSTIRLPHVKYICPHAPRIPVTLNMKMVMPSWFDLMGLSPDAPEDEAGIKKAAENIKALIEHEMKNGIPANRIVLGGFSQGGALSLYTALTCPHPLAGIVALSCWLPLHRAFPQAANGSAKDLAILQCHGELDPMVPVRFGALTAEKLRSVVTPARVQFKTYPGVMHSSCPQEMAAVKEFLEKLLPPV
PP1 inh: PP1-alpha (human) inhibition in PP5 counter-screen; purified PP1alpha, OMFP fluorescence; inhibition, % at 6.7 µM; hit rate 0.9% among 320,000; AID 2235;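 active means inhibition above the mean inhibition of all tested compounds plus 3 SD, computed separately for each screening campaign, cut at about 15% in these data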
HCV core dimer: HCV core protein dimerization inhibition. TR-FRET GST/Flag-core106 dimerization, 1536-well. inhibition, % at 5 µM. hit rate 0.33% among 300,000;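 active means inhibition above the mean of all tested compounds plus 3 SD, set per screening campaign, cut at about 45% in these data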
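System – GST-tagged and Flag-tagged HCV core protein residues 1-106 · Repeats – one well for each compound · Technique – TR-FRET 671 and 617 nm emission · Doses – one concentration, 5 µM, in 0.5% DMSO · Times – 4 h, 22.5 °C incubation · Also added – Eu donor and XL665 acceptor anti-tag antibodies · Measure – percent inhibition of core106 dimerization signal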
Fh CTSL1 inh: blocks F. hepatica cathepsin L1 in PFM18AAP counter-screen; recombinant F. hepatica cathepsin L1, Z-Leu-Arg-MCA fluorescence; inhibition, % at 5.96 µM; hit rate 0.49% among 300,000; AID 1906;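 active means inhibition above the mean of all tested compounds plus 3 SD, set per screening campaign, cut at about 17% in these data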;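 further: 0% = plate median of test compound wells and 100% = 1 µM Z-Phe-Ala-diazomethylketone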
An asterisk follows results filed as active; x = not tested or not shown. The list is partial. The share of hits here may be higher or lower than overall.

Start of the data: the first 14 records, to show the layout:
SMILES	GASC-1 inh	TPT1 inh	Efflux pump mplx	PREPL inhibitor	PP5 inh	LYPLA2 inh	PP1 inh	HCV core dimer	Fh CTSL1 inh
COc1ccc(CNC(=O)c2cc3c(s2)CN(Cc2ccccc2)C3)cc1	9	3	0.5*	-2	-0.4	-3	0	0	-8
CCN1CCN(c2ccc(S(=O)(=O)N3CCCCC3)cc2NC(=O)c2cccc(NC(C)=O)c2)CC1	5	0	0.0	-9	1.2	2	-5	-1	0
O=C(COC(=O)c1cncc(Br)c1)Nc1ccc2c(c1)OCO2	6	3	0.0	33	1.1	1	-2	15	-5
CC1CN(C(=O)c2cc(S(=O)(=O)N3CCCCC3)ccc2Cl)CC(C)O1 (stereo not given)	-3	x	-0.1	1	0.2	3	0	x	x
CCC(=O)c1ccc(Oc2nc3c(c(=O)n(C)c(=O)n3C)n2CC)cc1	-7	-1	-0.2	19	1.4	-4	4	6	-2
Cc1cccc(CN(C)CCc2ccccn2)c1	-7	-3	0.0	5	0.8	7	0	-2	4
O=C(C[n+]1cc(-c2ccccc2)n2c1CCC2)Nc1nc(-c2ccccc2)cs1	0	0	-2.4	-22	2.0	2	4	-11	-1
O=C(CSCc1cc(=O)n2nc(C3CC3)sc2n1)Nc1ccc(F)cc1	2	-2	0.0	1	-1.3	4	-4	-4	2
CCCCN(CCCC)C(=O)c1ccccc1NC(=O)CN1C(=O)c2ccccc2C1=O	-2	-2	0.4	-17	2.7	4	3	3	-2
CCCN(Cc1ccc(C)cc1)C(=O)c1ccc(CNS(=O)(=O)c2ccc(C(C)=O)cc2)cc1	-9	x	0.1	0	3.5	24	-1	x	x
CCOC(=O)c1ccc(Nc2ccc(-c3ccc(OC)c(OC)c3)nn2)cc1	-3	-3	0.2	8	0.9	-4	-1	9	0
CC(=O)c1ccc(N2CCN(S(=O)(=O)c3ccc(-c4cnc(C5CC5)o4)cc3)CC2)cc1	20	1	0.0	-39	2.4	6	0	21	1
CN(C)CCCNc1cc(-c2ccccc2)nc2cc(-c3cccc(F)c3)nn12	-20	-1	0.3	35	4.7	-12	-1	-4	-3
S=C1NC(c2ccccc2)=NCN1c1ccc(Cl)cc1	1	-5	0.0	-3	3.6	3	0	1	-3

Main list, from the first entry:
SMILES	GASC-1 inh	TPT1 inh	Efflux pump mplx	PREPL inhibitor	PP5 inh	LYPLA2 inh	PP1 inh	HCV core dimer	Fh CTSL1 inh
COc1ccc(CNC(=O)c2cc3c(s2)CN(Cc2ccccc2)C3)cc1	9	3	0.5*	-2	-0.4	-3	0	0	-8
CCN1CCN(c2ccc(S(=O)(=O)N3CCCCC3)cc2NC(=O)c2cccc(NC(C)=O)c2)CC1	5	0	0.0	-9	1.2	2	-5	-1	0
O=C(COC(=O)c1cncc(Br)c1)Nc1ccc2c(c1)OCO2	6	3	0.0	33	1.1	1	-2	15	-5
CC1CN(C(=O)c2cc(S(=O)(=O)N3CCCCC3)ccc2Cl)CC(C)O1 (stereo not given)	-3	x	-0.1	1	0.2	3	0	x	x
CCC(=O)c1ccc(Oc2nc3c(c(=O)n(C)c(=O)n3C)n2CC)cc1	-7	-1	-0.2	19	1.4	-4	4	6	-2
Cc1cccc(CN(C)CCc2ccccn2)c1	-7	-3	0.0	5	0.8	7	0	-2	4
O=C(C[n+]1cc(-c2ccccc2)n2c1CCC2)Nc1nc(-c2ccccc2)cs1	0	0	-2.4	-22	2.0	2	4	-11	-1
O=C(CSCc1cc(=O)n2nc(C3CC3)sc2n1)Nc1ccc(F)cc1	2	-2	0.0	1	-1.3	4	-4	-4	2
CCCCN(CCCC)C(=O)c1ccccc1NC(=O)CN1C(=O)c2ccccc2C1=O	-2	-2	0.4	-17	2.7	4	3	3	-2
CCCN(Cc1ccc(C)cc1)C(=O)c1ccc(CNS(=O)(=O)c2ccc(C(C)=O)cc2)cc1	-9	x	0.1	0	3.5	24	-1	x	x
CCOC(=O)c1ccc(Nc2ccc(-c3ccc(OC)c(OC)c3)nn2)cc1	-3	-3	0.2	8	0.9	-4	-1	9	0
CC(=O)c1ccc(N2CCN(S(=O)(=O)c3ccc(-c4cnc(C5CC5)o4)cc3)CC2)cc1	20	1	0.0	-39	2.4	6	0	21	1
CN(C)CCCNc1cc(-c2ccccc2)nc2cc(-c3cccc(F)c3)nn12	-20	-1	0.3	35	4.7	-12	-1	-4	-3
S=C1NC(c2ccccc2)=NCN1c1ccc(Cl)cc1	1	-5	0.0	-3	3.6	3	0	1	-3
O=C(/C=C/c1ccccc1)NNC(=O)c1cccnc1	8	-1	-0.1	10	2.8	0	-3	4	-1
CC/C(=N\NC(=O)c1cccnc1)c1ccc2c(c1)OCCO2	3	-5	-0.1	1	0.6	0	-1	-6	-5
COc1cccc(C(=O)NCCNC(=O)c2ccccn2)c1	-3	0	-0.3	-7	0.9	4	-2	2	3
N#C/C(=C/c1cn(CC(=O)O)c2ccccc12)c1ccc(F)cc1	14	5	-0.1	2	-1.8	1	-4	1	0
Cc1ccc(SCC(=O)Nc2ncc(C)s2)cc1	1	-4	0.0	-10	0.3	-3	0	2	2
COc1ccc(Cl)cc1S(=O)(=O)Nc1ncn[nH]1	-7	-4	0.0	0	0.0	1	-2	3	0
O=C(/C=C/c1ccc[nH]1)c1ccc(F)cc1	-1	3	0.0	12	-1.2	-8	-2	2	5
COc1ccc(CCNC(=O)CCc2nc3ccccc3[nH]2)cc1OC	-1	-4	0.0	-8	-1.9	-1	0	-1	-1
Cc1cc(OCC(=O)O/N=C(\N)c2ccccc2)cc(C)c1Cl	-3	0	0.0	9	-0.9	-1	-3	-6	-1
COc1cccc(NC(=O)c2cc(-c3ccccn3)nc3ccccc23)c1	4	x	0.0	8	3.8	-6	0	x	x
C/C(=N\NC(=S)Nc1ccccc1C)c1ccc(O)cc1	-10	1	0.1	9	0.6	8	2	2	2

Remaining list, next part.
SMILES	GASC-1 inh	TPT1 inh	Efflux pump mplx	PREPL inhibitor	PP5 inh	LYPLA2 inh	PP1 inh	HCV core dimer	Fh CTSL1 inh
Cc1ccc(CC(SCc2ccccc2)C(=O)O)cc1C (stereo not given)	-1	0	0.2	5	2.1	1	-3	4	0
Cc1cc(NC(=O)c2ccccc2)ncc1NC(=O)c1cccs1	-16	6	0.8	14	1.1	-1	-4	-2	1
CS(=O)(=O)Nc1ccc(C2=NN(C(=O)c3ccco3)C(c3ccccc3F)C2)cc1 (stereo not given)	-2	3	0.7	6	3.0	-4	2	1	-1
N/C(=N\OC(=O)c1ccco1)c1cccc([N+](=O)[O-])c1	-4	-6	0.3	9	1.8	2	0	0	-11
O=C(C(c1ccccc1)c1ccccc1)N1CCN(Cc2ccncc2)CC1	2	2	0.1	-1	-0.9	-6	-2	-3	1
Cc1ccc(C(=O)NC(=S)Nc2c(C)ccc3nsnc23)cc1	-3	1	0.4	7	3.8	1	3	-47	-3
Cc1ccc(NC2=C/C(=N\S(=O)(=O)c3cccs3)c3ccccc3C2=O)c(C)c1	8	-8	-0.1	35	6.0	14	9	52*	88*
CC(=O)Nc1ccccc1/C=C/c1ccc2c(C)ccc(O)c2n1	-5	-2	0.2	7	-0.5	4	3	-18	2
COc1ccccc1C(=O)C1Nc2ccccc2-c2nnc(SC)nc2O1 (stereo not given)	-5	-1	0.0	-2	2.4	-4	-13	-1	0
CCN1CCN(CC(O)COc2ccc(C)c(C)c2)CC1 (stereo not given)	-2	1	0.0	-4	2.1	0	-6	-2	-2
Cc1cccc(-c2nsc(SCC(=O)c3ccc(Cl)cc3)n2)c1	-2	-1	-0.1	-5	1.5	4	-3	8	-1
COc1cc(/C=C2\SC(N)=NC2=O)cc(Br)c1O	2	59*	-0.4	8	1.0	0	-2	-51	10
CC(=O)N1c2ccc(S(=O)(=O)N3CCC(C(=O)Nc4cccc(C)c4C)CC3)cc2CC1C (stereo not given)	13	-3	-0.1	2	-0.3	-1	-4	5	1
Cc1cccc(NC(=O)c2cc(S(=O)(=O)N3CCCC3)cn2C)c1	-7	-3	0.0	11	-0.5	4	-1	-2	4
COc1ccc(N2CCC(CNS(=O)(=O)c3cccc(C(F)(F)F)c3)C2)cc1 (stereo not given)	-12	5	-0.1	9	5.7	8	-2	4	0
CN1C(=O)C(CC(=O)NC2CCCCC2)N(C)C1=O (stereo not given)	7	4	-0.1	10	1.6	-1	0	-3	-1
CC1CCC2(CC1)NC(=O)N(CC(=O)N(Cc1ccccc1)C(C)(C)C)C2=O (stereo not given)	-3	x	-0.2	-2	2.3	-1	-1	x	x
O=C(c1ccncc1)c1ccc(N2CCN(C3CC(=O)N(Cc4cccs4)C3=O)CC2)cc1 (stereo not given)	8	3	0.0	-8	0.7	24	-3	3	0
CCCN(CCC)C(=O)c1cc(S(=O)(=O)N2CCCCC2)c[nH]1	-14	4	-0.2	-3	0.6	-6	0	2	2
C/C(=N\OCC(=O)NC(C)C)c1cccs1	12	1	-0.2	-5	-0.3	-3	-5	-2	-1
Cc1c(Cl)c([N+](=O)[O-])nn1Cc1ccc(C(=O)Nc2ccc(Cl)cn2)o1	-12	-1	0.0	25	4.1	-4	2	-2	2
CCOC(=O)c1c(/N=C/N(C)C)sc(C=O)c1-c1ccccc1	14	4	0.1	-7	3.4	0	-4	-15	2
Cc1ccccc1C(=O)N(C)Cc1ccccc1	19	2	0.3	11	1.1	5	1	5	17*
CC(=O)Nc1ccc(Br)c(Cl)c1	-1	2	0.0	11	11*	3	-2	1	1
CC12CCC(C(=O)N(NC(=O)c3ccccc3Cl)C1=O)C2(C)C (stereo not given)	1	-1	0.1	-1	0.1	3	-2	-2	-1

(cont.)
SMILES	GASC-1 inh	TPT1 inh	Efflux pump mplx	PREPL inhibitor	PP5 inh	LYPLA2 inh	PP1 inh	HCV core dimer	Fh CTSL1 inh
Cc1ccc(S(=O)(=O)NCC(c2ccccc2)N2CCN(CCC#N)CC2)cc1 (stereo not given)	-28	-3	0.1	16	4.8	12	1	1	2
O=C(CSc1nnc(Nc2ccccc2)s1)NCCN1C(=O)CSC1=O	7	1	0.0	-1	-0.7	3	0	-5	4
CCN(CC)S(=O)(=O)c1ccc(S(=O)(=O)Nc2c(C)nn(C)c2C)cc1	-7	1	0.1	-10	0.0	0	-5	-1	-1
Cc1occc1C(=O)NC1CCCCCC1	6	0	0.0	-6	0.8	1	3	-7	-3
CC(C)(C)NCc1ccc(OCc2cccs2)cc1	5	0	-0.1	12	3.1	2	-1	-2	1
CCCCOC(=O)Cn1c(=O)c2c(nc3n2CCCCN3c2ccc(C)cc2)n(C)c1=O	2	-4	0.0	41	4.2	-1	-2	11	-1
CC(=O)N1CCN(C(=O)c2cccc(S(=O)(=O)Nc3ccc(C)cc3)c2)CC1	10	0	0.2	4	1.7	-3	3	-1	-1
